TPT1 inhibitor = C. albicans TPT1 enzyme inhibition | recombinant caTPT1, FP RNA substrate dephosphorylation | inhibition, % at 5 µM | 300,000 compounds, 0.81% hits | AID 1962;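 active = inhibition above the mean of all tested compounds plus 3 SD, set per screening campaign, cut at about 24% in these data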;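 note: plate controls were DMSO alone for no effect and ferristatin control at 100 nM for full effect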
Fh CTSL1 inh = cathepsin L1 inhibition, PFM18AAP counter-screen; recombinant F. hepatica cathepsin L1, Z-Leu-Arg-MCA fluorescence; inhibition, % at 5.96 µM; AID 1906; 300,000 compounds, 0.49% hits;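 active = inhibition above the mean of all tested compounds plus 3 SD, set per screening campaign, cut at about 17% in these data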;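 note: 0% = plate median of test compound wells and 100% = 1 µM Z-Phe-Ala-diazomethylketone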
GASC-1 inh = inhibitors of human GASC-1 (JMJD2C) demethylase; AID 2099; Q9H3R0; inhibition, % at 2.35 µM; 330,000 compounds, 0.069% hits; GST-JMJD2C(1-420) H3K9me3 demethylation, DELFIA europium;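 active = more than half of a compound's replicate wells show inhibition beyond 50%, single wells judged on their own value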;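 note: signal counts dimethyl H3K9 product captured on neutravidin plate; 0% = median of DMSO wells and 100% = 0.3 times that DMSO median; strong numbers were not always called active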
Target sequence (Q9H3R0 1-420 limits assumed): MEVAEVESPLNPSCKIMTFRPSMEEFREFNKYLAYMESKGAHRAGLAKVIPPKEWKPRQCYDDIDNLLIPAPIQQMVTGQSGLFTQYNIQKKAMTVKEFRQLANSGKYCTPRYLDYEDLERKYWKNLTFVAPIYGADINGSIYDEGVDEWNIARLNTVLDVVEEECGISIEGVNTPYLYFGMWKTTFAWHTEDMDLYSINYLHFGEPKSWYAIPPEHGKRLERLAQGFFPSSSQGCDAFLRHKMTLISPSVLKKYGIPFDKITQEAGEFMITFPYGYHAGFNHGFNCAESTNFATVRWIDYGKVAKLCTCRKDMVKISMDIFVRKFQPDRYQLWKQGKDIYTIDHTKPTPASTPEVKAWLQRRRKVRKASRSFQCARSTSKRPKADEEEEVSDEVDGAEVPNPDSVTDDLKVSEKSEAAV
procasp7 counter = counter-screen for procaspase-3 activators: activators of human procaspase-7. activation, % at 8.5 µM. recombinant procaspase-7, Ac-DEVD-pNA absorbance 405 nm; D23A/D198A/D206A triple mutant, cannot self-cleave; scale: DMSO 0, 5 µM enzyme 100. 330,000 compounds, 0.093% hits. P55210. AID 463210;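 active = percent activation above the screen-wide mean plus 3 SD, cut at about 25% in these data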
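buffer or medium = Zinc-free HEPES/NaCl buffer, pH 7.4 | material = Procaspase-7 triple mutant (PC-7 D3A) | input = 2 µM procaspase-7 mutant as dispensed | signal = Epi-absorbance of released pNA at 405 nm, two timepoints | timing = 1 h preincubation, 2 h reaction | replicates = singlicate compound testing | evaluation = % activation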
Efflux pump inh = inhibitors of Candida antifungal efflux pumps expressed in yeast; S. cerevisiae Candida pump triplex, Nile Red efflux; 330,000 compounds, 0.44% hits; inhibition, % at 10 µM; AID 485275;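 active = plate passing quality check with inhibition over a set limit, or well fluorescence over plate mean plus 4 SD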;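 note: Nile Red retained in pooled yeast measured as flow cytometry median fluorescence; 0% = buffer negative control and 100% = Enniatin B positive control; higher means more Nile Red kept so more efflux inhibition; some compounds called inactive have numbers as strong as hits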
PP1 counter = counter-screen for PP5 inhibitors: inhibitors of human PP1-alpha; 320,000 compounds, 0.9% hits; inhibition, % at 6.7 µM; purified PP1alpha, OMFP fluorescence;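 active = inhibition above the mean inhibition of all tested compounds plus 3 SD, computed separately for each screening campaign, cut at about 15% in these data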
core dimer inh = HCV core protein dimerization inhibition | TR-FRET GST/Flag-core106 dimerization, 1536-well | inhibition, % at 5 µM | 300,000 compounds, 0.33% hits | AID 1899;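 active = inhibition above the mean of all tested compounds plus 3 SD, set per screening campaign, cut at about 45% in these data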
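Assay system: Tagged HCV core106 pair (GST and Flag) | Buffer or medium: KF-containing HEPES buffer, pH 7.45, DTT, CHAPS, BSA | Also added: Eu donor and XL665 acceptor anti-tag antibodies | Dosing: One concentration, 5 µM, in 0.5% DMSO | Timing: 4 h at 22.5 °C | Technique: TR-FRET 671 and 617 nm emission | Repeats: Singlicate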
proCasp3 act = activates human procaspase-3; P42574; recombinant procaspase-3 D3A, Ac-DEVD-pNA absorbance 405 nm; activation, % at 8.5 µM; 330,000 compounds, 0.11% hits;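 active = activation above the mean of all tested compounds plus 3 SD, cut at about 21% in these data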;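 note: 0% = DMSO alone and 100% = DMSO wells spiked with extra 5 µM PC-3 D3A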
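Evaluation: percent activation relative to control range; Material: Procaspase-3 D3A mutant, all three cleavage aspartates alanine; Compound: single dose, 8.5 µM nominal compound, 0.8% DMSO; Replication: one well per compound; Signal: absorbance at 405 nm, 0 and 120 min; Schedule: 1 h preincubation plus 2 h reaction at 25 °C.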
PP5 primary = inhibitors of human protein phosphatase 5 (PP5); P53041; purified PP5c, OMFP substrate fluorescence; inhibition, % at 6.7 µM; 320,000 compounds, 0.18% hits; AID 1987;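 active = inhibition above the campaign's mean inhibition across all tested compounds plus 3 SD, cut at about 9.5% in these data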;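 note: 0% = DMSO only and 100% = 100 µM cantharidin control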
Target sequence (P53041 whole entry, looked up): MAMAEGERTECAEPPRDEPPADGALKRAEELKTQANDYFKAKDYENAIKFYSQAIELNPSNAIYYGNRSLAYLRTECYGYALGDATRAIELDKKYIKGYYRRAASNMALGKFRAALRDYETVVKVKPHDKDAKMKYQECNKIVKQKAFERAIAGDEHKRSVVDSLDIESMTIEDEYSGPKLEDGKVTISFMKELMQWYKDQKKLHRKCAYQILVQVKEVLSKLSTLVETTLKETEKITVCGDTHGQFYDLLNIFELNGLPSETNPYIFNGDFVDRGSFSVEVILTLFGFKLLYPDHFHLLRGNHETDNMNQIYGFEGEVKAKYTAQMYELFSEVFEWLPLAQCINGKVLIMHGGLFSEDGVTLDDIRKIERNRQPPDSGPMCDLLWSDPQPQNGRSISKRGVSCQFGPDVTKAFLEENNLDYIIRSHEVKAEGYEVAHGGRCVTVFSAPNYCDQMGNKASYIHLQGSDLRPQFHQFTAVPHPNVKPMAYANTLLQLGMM
Starred values were filed as active, the others as inactive; nt = no result given.

SMILES	TPT1 inhibitor	Fh CTSL1 inh	GASC-1 inh	procasp7 counter	Efflux pump inh	PP1 counter	core dimer inh	proCasp3 act	PP5 primary
COc1ccccc1NC(=O)N1CCN(c2cc(-c3ccccc3)nc3ncnn23)CC1	-3	2	-1	-4	-0.2	-1	5	8	3.8
CCN(CC(=O)NCc1ccc(Cl)cc1)C(=O)c1c(C)noc1C	nt	nt	-5	-5	0.3	-7	nt	-4	2.4
O=C1CC2(CCN(C(=O)c3ccc(F)cc3)CC2)Oc2ccccc21	-2	4	20	-1	0.1	-2	-2	-8	1.0
CC1CN(C(=O)c2cccc(S(=O)(=O)N3CCOCC3)c2)CC(C)O1 (configuration not stated)	-3	-3	5	0	-0.1	-6	0	5	1.1
Cc1onc(-c2c(Cl)cccc2Cl)c1C(=O)Nc1nccs1	-1	-5	-10	-13	0.1	-5	-2	2	-3.7
CN(C)CCN(C(=O)c1ccc(S(=O)(=O)N2CCCC2)cc1)c1nc2ccc(Br)cc2s1	2	4	-14	2	-0.1	-3	-1	-9	-2.1
CCOC(=O)C1(CCOC)CCN(C(=O)c2ccc(CSC)o2)CC1	-3	2	-1	-3	-0.7	-1	-12	9	0.9
CC(C)(C)OC(=O)C[C@H]1C/C=C\C[C@H](CC(=O)NCCO)C(=O)NC[C@H](c2ccccc2)OC1=O	nt	nt	2	8	0.0	nt	nt	-6	nt
O=c1c(N2CCOCC2)coc2ccccc12	-6	-4	12	8	0.0	1	0	2	2.2
O=C(Cc1ccc([N+](=O)[O-])cc1)NCc1ccc2c(c1)OCO2	-2	4	-2	6	-0.1	0	-4	1	-0.1
O=C(O)c1ccccc1CSc1nnnn1-c1ccccc1	-1	-3	-4	-4	-0.1	-1	-2	-10	-0.1
O=[N+]([O-])c1ccc(N2CCOCC2)cc1N1CCCCC1	-2	-18	10	8	0.0	1	-5	-18	0.7
CCC(=O)Oc1ccc(C(=O)Nc2ccc([N+](=O)[O-])cc2)cc1	1	-22	0	3	0.1	-2	-2	7	2.4
N#Cc1ccc(OCC(=O)N2CCN(S(=O)(=O)c3cccs3)CC2)cc1	-4	1	41	1	-0.1	2	-6	4	2.6
Cc1cc(-c2nnc(CCC(=O)NCc3ccc(F)c(F)c3)o2)no1	1	7	1	1	-0.1	-1	1	-3	0.8
Nc1ccc2nc(NC(=O)C3CCCCC3)sc2c1	-3	3	2	-1	0.1	0	-4	3	-0.4
CC(=O)Nc1ccc(NC(=O)CCSCCc2ccccn2)cc1	0	-3	4	8	0.0	-4	-1	9	-0.7
CC(C)(C)c1ccc(-c2nc(C#N)c(NCc3cccnc3)o2)cc1	4	2	1	14	-0.1	1	1	-2	7.9
O=C(NCc1cccc(Cl)c1)c1cnccn1	-11	2	5	-5	0.0	-1	4	0	0.3
CCOc1ccc(CCNC(=O)C2CCN(c3nnc(-n4cccc4)s3)CC2)cc1OCC	-2	6	3	0	0.0	3	1	-4	-0.7
COc1ccccc1NC(=S)NCc1ccco1	3	-4	1	-4	-0.1	2	1	2	2.2
Cc1ccc2nc(N(CCCN(C)C)C(=O)CN3C(=O)c4ccccc4C3=O)sc2c1	-1	3	0	2	0.0	1	-6	0	-1.1
CC(=O)c1ccc(N2CCN(C(=S)NCc3ccco3)CC2)cc1	-4	4	-21	-11	0.0	0	-2	-1	-3.4
O=C(CN1CCN(S(=O)(=O)c2ccc(Cl)cc2)CC1)Nc1ccc2c(c1)CCC2	1	1	6	4	0.0	4	6	1	5.9

In the list so far, these have a tert-butyl group:
SMILES	TPT1 inhibitor	Fh CTSL1 inh	GASC-1 inh	procasp7 counter	Efflux pump inh	PP1 counter	core dimer inh	proCasp3 act	PP5 primary
CC(C)(C)OC(=O)C[C@H]1C/C=C\C[C@H](CC(=O)NCCO)C(=O)NC[C@H](c2ccccc2)OC1=O	nt	nt	2	8	0.0	nt	nt	-6	nt
CC(C)(C)c1ccc(-c2nc(C#N)c(NCc3cccnc3)o2)cc1	4	2	1	14	-0.1	1	1	-2	7.9

The results go on:
SMILES	TPT1 inhibitor	Fh CTSL1 inh	GASC-1 inh	procasp7 counter	Efflux pump inh	PP1 counter	core dimer inh	proCasp3 act	PP5 primary
CCOC(=O)C1CCN(c2ncnc3c2cnn3-c2ccccc2)CC1	-1	-3	4	4	-0.2	-2	1	5	1.7
O=C1COc2ccc(C(=O)CCl)cc2N1	2	10	4	-17	0.0	3	-1	-21	-0.4
CCCc1cc(C(N)=O)c(NC(=O)c2ccoc2C)s1	11	2	-4	-12	-0.6	5	5	7	1.6
COc1cccc(Nc2nnc(SCC(=O)N3CC(C)OC(C)C3)s2)c1 (configuration not stated)	0	0	0	2	0.2	-1	3	3	1.6
COCCN(C(=O)Cc1cccs1)C(C(=O)NC1CCCC1)c1cc(OC)c(OC)c(OC)c1 (configuration not stated)	-2	-6	-26	7	-0.1	-1	-2	1	4.2
C[C@H](NC(=O)c1nc[nH]c1C(=O)NCC(=O)OCc1ccccc1)C(=O)OC(C)(C)C	1	7	9	0	0.0	3	-7	-9	3.8
CCn1cc(CN2CCC(C(=O)Nc3ccc(Oc4cccnc4)cc3)CC2)cn1	1	0	2	3	0.0	2	1	2	2.0
Cc1ccc(-c2nc(N)n(C(=O)c3cccnc3)n2)cc1	-3	2	-6	-2	-0.1	-3	0	0	-2.6
CC(=O)Nc1ccc(NC(=O)C(C)OC(=O)C2CCCC2)cc1 (configuration not stated)	-3	1	-1	6	0.2	-7	4	-1	-0.7
O=C(O)CC(=O)Nc1ccccc1	1	8	2	-6	0.2	-5	-3	2	1.1
CC1CCN(S(=O)(=O)c2ccc(NC(=O)CN3CCCC3)cc2)CC1	-1	0	10	5	-0.1	3	-8	9	1.1
C=CCc1ccc(OCCCCNC2CCCC2)c(OC)c1	5	7	-11	4	0.1	1	0	0	-1.0
CC/C(=N/NC(=O)c1ccc2c(c1)OCO2)c1ccccc1O	-2	-1	5	-2	-0.1	-1	-3	6	-1.6
CCCn1nnnc1NCc1ccccc1OCc1cccs1	-1	7	6	11	-0.1	-1	-4	-9	0.8
Cc1cc(Br)c(NC(=O)COC(=O)CC2CC3CCC2C3)c(Br)c1 (configuration not stated)	nt	nt	7	3	-0.1	nt	nt	2	nt
CSc1ccccc1C(=O)C1CCCN(C(=O)c2cc(C(C)C)no2)C1 (configuration not stated)	-7	2	11	0	0.0	-1	-6	1	1.1
Cc1ccc(NC(=O)CN(c2ccc(C)cc2)S(=O)(=O)c2cccc3nonc23)cc1	1	-2	-9	4	-0.1	5	11	-6	3.8
Cc1ccc(CNc2ccc(N3C(=O)CC(C)C3=O)cc2[N+](=O)[O-])cc1 (configuration not stated)	-2	-3	3	-11	0.0	-2	-4	-4	0.5
CC(C)C1NC(C(=O)O)Cc2c1[nH]c1ccccc21 (configuration not stated)	1	-2	-14	4	0.1	0	-3	-3	3.3
CCC(C)NS(=O)(=O)c1ccc(NC(=O)Cc2ccc(OC)cc2)cc1 (configuration not stated)	-5	2	2	-5	0.2	0	0	7	0.8
CCCn1nc(Oc2nc(NCC)nc(NC(C)C)n2)ccc1=O	-1	5	18	2	-0.1	-1	-5	-7	-0.7
Cn1c2ccccc2c(=O)c2c(=O)n(Cc3ccco3)c(-c3ccc(C(C)(C)C)cc3)nc21	1	-2	4	1	0.1	2	7	-1	2.6
CC1CCN(CCCn2c(=S)[nH]c3ccc(N4CCOCC4)cc3c2=O)CC1	-4	5	19	-1	0.0	-2	1	-5	2.5
Cc1cccc(C)c1NC(=O)CNC(=O)C12CC3CC(CC(O)(C3)C1)C2	0	2	0	3	0.2	-6	-3	12	-1.3
O=[N+]([O-])c1cccc(C(=Nc2ccccc2)NO)c1	-3	-4	10	-1	-0.1	-6	-1	1	0.2
O=C(CNC(=O)c1cccs1)OCC(=O)c1ccccc1Cl	-1	-15	nt	3	-0.1	-3	1	1	-0.6
CCC1CCCCN1CCCNC(=O)C1CCN(c2nnc(-n3cccc3)s2)CC1 (configuration not stated)	-3	3	3	0	0.0	1	-4	4	2.2
Cc1ccc(Sc2ncccc2[N+](=O)[O-])cc1	0	-1	8	-2	1.7	8	-4	-5	3.3
COc1ccc(S(=O)(=O)Nc2c(C)cccc2C)cc1-n1cnnn1	-1	-4	-3	-11	-0.1	-7	7	-1	1.4
O=C(CCC(=O)c1cccs1)OCc1ccc([N+](=O)[O-])cc1	nt	nt	-4	-3	0.0	-4	nt	4	3.0
CCOC(=O)c1nn(-c2ccc(Cl)cc2)c2nc(-c3ccc(C)cc3)c(C#N)c(=O)n12	-4	0	0	-9	-0.2	2	43	5	-0.4
CCC(C)C(=O)Nc1c2c(nc3c1CCC3)CCCC2 (configuration not stated)	-4	-1	-7	-2	0.1	0	-1	3	0.7
Cc1nnc(NC(=O)C(C)Sc2nncn2C)s1 (configuration not stated)	0	-2	42	-3	0.1	-4	-6	4	1.5
O=C(CNCCO)Nc1ccc(F)c(Cl)c1	1	2	2	-2	0.1	-1	-10	0	2.0
CCCOc1ccc(Cn2c(=O)oc3ccc(C)cc32)cc1OC	-4	-3	-17	8	0.1	1	6	-7	3.4
CCC(=O)Nc1ccc(CCC(=O)N2CCCC2)cc1	0	1	-8	-10	-0.1	0	5	7	1.0
CN(C)/C=C(\C(=O)c1cccc(Cl)c1)c1nnnn1-c1ccccc1	3	10	-9	7	-0.1	-3	0	-2	0.8
CC1CCCN(c2nc3c(c(=O)[nH]c(=O)n3C)n2CCSc2nc3ccccc3o2)C1 (configuration not stated)	1	-1	8	4	0.0	-3	-5	2	-0.3
CCn1nc(C(C)C)cc1C(=O)N1CCCC(CO)(Cc2ccc(F)cc2F)C1 (configuration not stated)	3	-3	8	10	0.0	-3	3	4	2.1
O=C(Nc1nnc(C2CCCCC2)s1)c1ccc(Br)s1	0	0	9	17	-0.1	-3	9	6	1.5
COc1ccc(C(=O)CCN2CCCCCC2)cc1	0	6	10	-25	0.2	-1	0	-11	0.6
c1ccc(-n2nnnc2SCc2cn3cccnc3n2)cc1	-1	4	-3	-2	0.1	-3	-4	5	2.5
CCc1nnc(NS(=O)(=O)c2ccc(NC(=S)NC(=O)/C=C/c3ccc(OC)cc3)cc2)s1	0	5	11	0	-0.1	-4	28	-11	0.6
CCOc1ccc(CNC(=O)C2CCCN(S(=O)(=O)N3CC(C)CC(C)C3)C2)cc1OC (configuration not stated)	-4	2	1	-1	-0.1	0	-14	5	1.8
CCOc1ccc2nc(NC(=S)NCc3ccccc3)sc2c1	-2	-4	-16	-17	-0.1	2	11	-9	2.4
CN(Cc1cn(-c2ccccc2)nc1-c1ccc(Cl)cc1)C(=O)CCC(=O)O	-2	-2	6	2	0.0	3	-5	-5	1.9
O=C([C@H](Cc1ccccc1)NS(=O)(=O)c1ccc(Cl)cc1)N1CC[C@@]2(O)CCCC[C@H]2C1	-6	-1	3	4	-0.2	-1	2	0	-0.8

Assay outcomes from PubChem.

Compounds as they come. About 2.9% of those tested had a hit in this group.
